APJ ag – agonists of human APJ apelin receptor; CHO-K1 APJ PathHunter beta-arrestin, luminescence; 0% DMSO wells, 100% apelin; activation, % at 20 µM; 330,000 compounds, 0.11% hits;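 active means activation more than six SD over the plate average, tested at 20 µM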;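 further: 0% = DMSO alone and 100% = apelin-13 at 10 nM; some results filed as inactive read as strong as hits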
Target sequence (P35414 whole entry, looked up): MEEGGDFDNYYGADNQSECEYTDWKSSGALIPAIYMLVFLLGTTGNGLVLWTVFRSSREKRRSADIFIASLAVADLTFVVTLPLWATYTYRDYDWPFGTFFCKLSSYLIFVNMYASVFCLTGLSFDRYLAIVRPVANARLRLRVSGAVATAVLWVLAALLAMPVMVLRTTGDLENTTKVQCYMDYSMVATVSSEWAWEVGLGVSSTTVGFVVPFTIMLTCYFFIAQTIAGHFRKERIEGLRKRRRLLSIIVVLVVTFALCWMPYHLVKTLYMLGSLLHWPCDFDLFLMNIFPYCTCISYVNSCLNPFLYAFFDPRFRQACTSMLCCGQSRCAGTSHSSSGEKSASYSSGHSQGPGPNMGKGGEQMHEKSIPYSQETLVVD
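Test system – PathHunter CHO-K1 APJ (AGTRL-1) beta-arrestin reporter cells · Input – 1000 cells/well · Compound – single test compound dose, 20 µM final, 1% DMSO · Times – compound stimulation 90 min at 25 °C, detection 60 min · Technique – beta-gal luminescence · Read-out basis – APJ–arrestin association signal · Control set – negative DMSO alone, positive Apelin-13 at 10 nM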
NALP3 yeast inh – blocks the NALP3 inflammasome reconstituted in yeast. inhibition, % at 10 µM. Yeast reconstituted NLRP3/ASC/caspase-1, beta-gal luminescence, 24 h. 330,000 compounds, 0.39% hits. AID 2825;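 active means inhibition of 50% or more; inactive means inhibition below 50%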;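 further: plate controls were induced DMSO wells for no effect and uninduced yeast grown without galactose for full effect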
XBP1 UPR activ – activators of adaptive arm of unfolded protein response (XBP1) | CHO-XBP1 luciferase reporter, IRE1-XBP1 UPR activation, luminescence; percent of tunicamycin response, DMSO as zero | activation, % at 20 µM | 330,000 compounds, 0.33% hits | AID 463104;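 active means versus positive control, 20 µM dose yields 30% or more activation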;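 further: 100% = tunicamycin at 10 µg/mL and 0% = DMSO only wells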
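Material: CHO-XBP1 cells stably carrying IRE1-XBP1-driven luciferase reporter / Amount: 1000 cells per well / Compound: 20 µM, 1% DMSO / Times: 6 h treatment, 37 °C / Detection: luciferase luminescence / Measure: % activation of reporter signal versus tunicamycin and DMSO controls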
TIM10 inh – inhibits growth of TIM10 yeast strain; S. cerevisiae TIM10 strain growth, BacTiter-Glo luminescence, 24 h; inhibition, % at 10 µM; 330,000 compounds, 1.4% hits;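 active means inhibition of 40% or more at the single tested concentration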;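 further: wild-type TIM10 isogenic control strain grown at permissive 25 °C; 0% = DMSO yeast wells and 100% = minimal medium wells without yeast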
GRIN3A LBD mod – NR3A (human) ligand-binding domain modulation. NR3A LBD differential scanning fluorimetry, Tm shift; 0% = protein alone, 100% = glycine-bound protein. AID 1259313. Tm shift relative to glycine control, % at 25 µM. 340,000 compounds, 2.5% hits;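 active means melting temperature shift of at least 10% of the positive control shift, at one fixed dose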
Mdm2 MdmX PPI – human Mdm2/MdmX binding inhibition | O15151+Q00987 | SaOS-2 split-luciferase Mdm2/MdmX complementation, luminescence | inhibition, % at 8 µM | 330,000 compounds, 3% hits | AID 485346;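 active means inhibition of at least 50% at 8 µM in the primary screen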
CHOP UPR activ – activators of apoptotic arm of unfolded protein response (CHOP); AID 449763; 330,000 compounds, 0.34% hits; activation, % at 10 µM; CHO-CHOP luciferase reporter, UPR activation, luminescence; percent of tunicamycin response over DMSO baseline;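 active means at 10 µM dose, activation of 40% or more, normalized to positive control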;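 further: 100% = tunicamycin at 10 µg/mL and 0% = DMSO alone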
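Test system: CHO-CHOP cells, stable luciferase reporter of PERK-eIF2a-CHOP signalling | Quantity: 500 CHO-CHOP cells per well | Buffer or medium: F12 plus 10% serum | Compound dosing: 10 µM single point, 0.5% DMSO | Schedule: 6 h compound treatment, 37 °C | Signal: Luciferase luminescence | Control set: Tunicamycin high control, DMSO low control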
tim23-1 inh – tim23-1 yeast growth inhibition | S. cerevisiae tim23-1 growth, BacTiter-Glo luminescence, 24 h | 330,000 compounds, 1.3% hits | AID 463212 | inhibition, % at 20 µM;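 active means growth inhibition of the mutant yeast at or above 50%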;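 further: temperature-sensitive mutant grown at 25 °C; plate controls were DMSO-treated mutant yeast for no effect and medium wells lacking yeast for full effect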
tim10-1 inh – tim10-1 yeast growth inhibition | S. cerevisiae tim10-1 ts strain growth, BacTiter-Glo, 24 h | inhibition, % at 20 µM | 330,000 compounds, 2.2% hits;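 active means inhibition of at least 40%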;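 further: mutant grown at 25 °C; 0% = DMSO wells with yeast and 100% = wells holding no yeast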
The depositor's hits bear a star; x = no result given.

entry	canonical_smiles	Mdm2 MdmX PPI	GRIN3A LBD mod	tim23-1 inh	NALP3 yeast inh	APJ ag	CHOP UPR activ	XBP1 UPR activ	tim10-1 inh	TIM10 inh
1	COCC(C)N1CCC(n2nccc2NC(=O)CCCc2ccccc2)CC1 (stereo not given)	-10	-1	-2	8	0	1.1	-3	0	3
2	O=C(COc1ccc(Cl)cc1)NCCSCc1cccc(Cl)c1	3	-41	17	19	-1	-2.2	0	-9	0
3	COc1cc2[nH]c(=S)nc(NCCC(C)C)c2cc1OC	7	-2	-45	0	-4	-0.7	1	14	17
4	CC1Cc2ccccc2N1CC(=O)Nc1ccc(S(N)(=O)=O)cc1 (stereo not given)	14	6	0	-10	-4	-1.3	-4	5	10
5	CC1=[N+]([O-])C(C)(C)C(c2ccc(Br)cc2)=[N+]1[O-]	13	-6	17	-2	11	3.2	-3	33	14
6	CC(=O)N1CCCN(Cc2cn(-c3cc(C)ccc3C)nc2-c2ccccc2)CC1	-12	0	-10	-5	1	-0.5	-1	3	12
7	COc1ccc(CNC(=O)Oc2ccccc2)cc1Cl	-3	-1	19	0	0	1.4	4	-18	-15
8	CCC(Oc1ccccc1)C(=O)Nc1ccc(C)c(S(=O)(=O)N2CCOCC2)c1 (stereo not given)	-9	1	24	23	0	0.9	-4	20	7
9	Cc1ccc(-c2nc3sc(C#N)c(N)n3c(=O)c2C#N)cc1	9	-4	-17	7	-4	3.3	-2	-33	-24
10	Cc1nc(SCC(=O)NCC2COc3ccccc3O2)c2c(C)c(C)sc2n1 (stereo not given)	-4	9	15	13	-7	0.7	0	10	-8
11	O=C(NC1CCCC1)C(c1ccncc1)N(C(=O)c1csnn1)C1CCCC1 (stereo not given)	1	-2	3	10	-1	-1.3	4	-7	-1
12	O=C1c2ccccc2C(=O)N1CCc1nc(-c2ccccn2)no1	7	0	8	-8	-4	1.2	-1	6	4
13	O=C(c1c[nH]c(C(=O)C(Cl)(Cl)Cl)c1)c1c(F)cccc1F	-5	-7	17	14	2	0.2	-9	9	-22
14	O=S(=O)(Nc1cccc(-c2ccc3nncn3n2)c1)c1cc(F)ccc1F	15	-2	3	19	-3	-2.0	2	8	0
15	O=C1OCCC1Sc1ncnc2sccc12 (stereo not given)	4	1	5	2	-5	-3.8	1	11	-10
16	COC(=O)C(NC(=O)c1ccccc1C(=O)O)c1ccc2ccccc2c1 (stereo not given)	14	2	8	21	-3	0.9	-4	8	14
17	O=[N+]([O-])c1ccccc1/C=N/Nc1nccnc1Cl	-19	2	-1	10	0	4.4	10	8	21
18	Cc1cccc2cc(COC(=O)C(C)C)c(=O)[nH]c12	6	-2	10	15	-3	0.7	-7	9	5
19	Cc1[nH]c2ccccc2c1C(=O)Cn1c(=O)oc2ccccc21	5	-3	28	4	-2	-0.4	-2	26	-5
20	Cc1ccc(CN2CC(C(=O)NCCC3=CCCCC3)CC2=O)cc1 (stereo not given)	32	0	20	0	-2	1.3	1	9	7
21	CCCn1c(C)cs/c1=N\C(=S)Nc1ccccc1	39	4	-8	16	-1	-0.1	0	14	5
22	O=C(c1cc(F)c(F)c(F)c1F)N1CCN(C(=O)C2CCCO2)CC1 (stereo not given)	0	-1	-8	8	-1	-1.2	0	-8	-8
23	O=C(COC(=O)c1ccccc1)NC1CCCCCC1	-13	-1	22	24	2	1.9	2	9	8
24	CCN(CC)C(=O)Cn1c(C)c(/C=C/c2cc[n+](C)cc2)c2ccccc21	11	-2	6	19	-3	0.0	-5	3	0
25	O=C(NC1CCN(S(=O)(=O)c2ccccc2F)CC1)c1ccco1	2	0	17	0	1	3.2	-3	4	4
26	CC(Oc1cc(F)ccc1[N+](=O)[O-])C(=O)Nc1ccc(S(=O)(=O)N2CCCC2)cc1 (stereo not given)	3	-1	29	3	0	0.2	4	16	23
27	O=C(c1ccccc1)c1ccc(N2CCCC2)cc1	-67	2	6	50	-8	3.9	4	20	23
28	CC(C)C(=O)NC(=S)Nc1ccccc1N1CCN(C(=O)c2ccc(Cl)cc2)CC1	16	-1	2	0	1	3.2	4	1	0
29	Cc1ccc(S(=O)(=O)Cc2ccc(C(=O)N3CCC(C)CC3)cc2)cc1	19	0	33	10	0	1.4	0	35	18
30	CSc1nnc(CSCc2ccc(Cl)cc2Cl)n1-c1ccccc1	15	0	32	6	1	1.0	0	37	10
31	N#Cc1ccc(C(=O)CN2CCN(c3ccccc3)CC2)cc1	15	-2	5	16	-3	0.0	-1	-3	-4
32	COc1ccc(-c2cc(C(=O)N/N=C/c3sccc3C)c3ccccc3n2)c(OC)c1	88*	-2	35	15	-1	0.2	-1	33	24
33	CCOC(=O)C1C(=O)NCC2CCCC21 (stereo not given)	10	0	7	10	-3	0.1	-1	13	4
34	CC1CCCCC1NC(=O)COC(=O)c1ccc2ccccc2n1 (stereo not given)	10	0	26	2	-1	-1.6	-2	6	2
35	O=C(O)CC(NC(=O)c1sc2ccccc2c1Cl)c1ccc(OC2CCCC2)cc1 (stereo not given)	-3	1	22	2	3	-0.6	-1	12	13
36	COc1ccccc1NC(=O)C1C2C=CC(O2)C1C(=O)O (stereo not given)	1	x	-6	19	-3	-1.3	-3	-2	4
37	CC(C)N1CCN(c2ccc(S(=O)(=O)N3CCOCC3)cn2)CC1	26	4	-3	1	-4	1.9	-1	-15	-12
38	O=C(CSc1nnc(-c2ccccn2)n1Cc1ccco1)c1ccc(-c2ccccc2)cc1	18	1	9	29	-3	0.5	1	26	18
39	NC(=O)C1CCN(c2oc(/C=C/c3ccccc3)nc2S(=O)(=O)c2ccccc2)CC1	-9	0	6	12	9	0.3	-1	8	15
40	O=C(COc1ccc(S(=O)(=O)NCc2ccccc2)cc1Cl)N1CCOCC1	11	1	8	-1	-5	-0.6	-2	10	0
41	COc1ccccc1/C=C1\CCC(C2CCCC2)C1=O (stereo not given)	-2	-1	17	20	-7	4.0	3	24	20
42	NS(=O)(=O)c1ccc(CCNC(=O)C2CCN(S(=O)(=O)c3ccccc3)CC2)cc1	-31	0	1	4	-6	0.4	1	0	6
43	O=C(CC(=O)Nc1ccccc1C(=O)O)NNC(=O)Cc1ccccc1	20	-3	12	-3	-3	-0.9	-3	-1	-27
44	Cc1csc(NC(=O)Cc2c(F)cccc2Cl)n1	-42	-1	20	-5	0	3.8	0	22	13
45	CN1CCN(C(=O)C2=C[C@@H](c3csc4ccccc34)C[C@@H](OCc3ccc(CO)cc3)O2)CC1	5	1	20	5	-4	1.0	1	12	5
46	COc1ccc(C(c2nnnn2CC2CCCO2)N2CCC(C(N)=O)CC2)cc1 (stereo not given)	42	1	-2	6	-4	0.7	0	12	6
47	O=C(O)CC(C(=O)O)n1nc(-c2ccccc2)cc1-c1ccccc1 (stereo not given)	-78	-3	21	16	-1	3.5	0	8	13
48	O=C(O)c1ccccc1NN=C1CCCCC1	7	0	7	10	0	7.4	0	-7	6
49	COc1ccccc1NC(=S)N1CC(C)OC(C)C1 (stereo not given)	22	-1	-4	-9	-3	-2.1	2	7	14
50	CS/C(=N\S(=O)(=O)c1ccc(Cl)cc1)c1ccccc1	-3	1	57*	6	0	-0.9	0	23	36
